Bioassay records (PubChem)
S3 lipid droplet: qHTS Assay for Lipid Storage Modulators in Drosophila S3 Cells; AID 2685; Potency in µM for hits, for the others lipid storage change, negative = inhibition, % at the top dose, mostly 46.1 µM; hit rate 0.64% among 320,000; Drosophila S3 cells, BODIPY lipid droplet fluorescence, 18-24 h; cells fed with added oleic acid; active = well fitted inhibition curve with a large enough effect in the signal ratio, with a control signal flat, not every such curve was filed as active; inconclusive = small, poorly fitted or top-dose-only effect, or effect the other way, or a change in a side signal; the % refers to the signal ratio
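Drosophila S3 cells got compounds at several concentrations plus oleic acid (400 uM solution). Laser-scanning cytometry with 488 nm excitation read lipid droplets at 500-530 nm and cells at 575-640 nm. Percent activity was relative to 20 uM Triacsin C.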
S3 lipid droplet cell count max: recorded beside S3 lipid droplet, whose call it bears; cell number change, %; measured here: cell count max response;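 cells counted by Cell Tracker Red CMTPX staining in the red channel; peak over a dose series mostly up to 46.1 µM; percent activity relative to internal control wells on each plate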
The depositor's hits bear a star; i = inactive; ? = inconclusive; · = not tested or not shown; & = joins results of further samples; [ ] = dose if it differs, or a comment. % is set by controls: 0 for no effect and ±100 for the full control effect; potency is the fitted concentration of half-maximal effect. Some of the compounds tested; rates above refer to the full screens.

SMILES	S3 lipid droplet	S3 lipid droplet cell count max
Cc1ccc(CN(c2ccc(C(=O)N3CCOCC3)cc2)S(C)(=O)=O)cc1	?	·
CC(C)[C@H](NC(=O)[C@H](CC(=O)O)NC(=O)[C@H](CCCCN)NC(=O)[C@@H](N)CCCN=C(N)N)C(=O)N[C@@H](Cc1ccc(O)cc1)C(=O)O	-6%	-23
O=C(CSC(=S)N1CCOCC1)c1cc(Br)cc(Br)c1O	?	·
CC(=O)c1nc2ccccc2n1CCc1ccccc1	13%[9.22 µM]	·
CC1(C)C2CCC(C2)C1(C)NC(=O)CN1CCOCC1 (centres undefined)	?	·
Cc1[nH]n(-c2ccccc2)c(=O)c1CCOC(=O)c1ccc(C(F)(F)F)cc1	?	·
Cc1ccc(-n2ncc3c2CC(C)(C)CC3NC(=O)CCN2CCCO2)cc1 (centres undefined)	i	5
CC(C)CNC(=O)NC(=O)COC(=O)Cn1cnc2ccccc2c1=O	-7%	-12
COc1ccc(CCNC(=O)C2CCN(S(=O)(=O)c3cccc4nsnc34)CC2)cc1OC	?	·
NS(=O)(=O)c1ccc(CNC(=O)c2cccc(Oc3ccccc3)c2)cc1	?	·
CCC1CC2CC(NC(C)=O)C1C2 (centres undefined)	1%	2
Cc1nn(Cc2ccc(F)cc2)c(C)c1NC(=O)CCCn1nc([N+](=O)[O-])cc1C	?	·
Cc1cc(N)n(-c2ccc(S(N)(=O)=O)cc2[N+](=O)[O-])n1	-4%	·
CC(N=C1NS(=O)(=O)c2ccccc21)c1ccccc1 (centres undefined)	?	·
CN1CCN(CCCN2c3ccccc3Sc3ccc(C(F)(F)F)cc32)CC1	-10%&4%	14&9
O=C1CCCC2=C1C(c1ccc(O)c(Br)c1)C1=C(CCCC1=O)N2c1ccccc1	?	·
COc1ccc(OCc2cc(C(=O)N3CCN(CC4CC4)CC3)no2)c(Cl)c1	-13%	1
CCSC1=N/C(=C\c2ccc(-c3ccccc3[N+](=O)[O-])o2)C(=O)S1	4%	-14
Cc1c(NC(=O)OC(C)C)sc(=S)n1C	2%	7
COCCC(=O)N1CCC(Oc2ccc(C(=O)NCCC3=CCCCC3)cc2)CC1	?	·
CC1CN(C(=O)c2cc3c(=O)n4ccccc4nc3n2C)CC(C)O1 (centres undefined)	i	15
CC(=O)Cn1ncc(N2CCCCC2)c(Cl)c1=O	?	·
Cn1nc(C(C)(C)C)c(NC(=O)c2ccc(F)cc2)c1C(C)(C)C	-7%	12
CCOc1cccc2sc(=NC(=O)CCS(=O)(=O)c3ccc(F)cc3)n(C)c12	20%	16
Cc1ccc(CNC(=O)c2ccc(CS(=O)Cc3cccc(Cl)c3)o2)cc1 (centres undefined)	-20%	11
COc1ccc(NC(=O)NC2CCCCCCC2)cc1OC	-1%	·
CCCn1c(SCC(=O)NCCc2ccc(Cl)cc2Cl)n[nH]c1=O	?	·
Cc1ccc(O)c(C(=O)/C=C/c2ccc3c(c2)OCCCO3)c1	?	·
Cc1ccc(NC(=O)N(C)c2ccccc2)cc1	4%	8
CC(/C=N/N1CCN(c2ccccc2)CC1)=C\c1ccccc1	12%	-26
Cc1ccc(CNC(=O)c2ccc(CN3CCOCC3)cc2)cc1	?	·
CCC1CCC(NC2CCCCNC2=O)CC1 (centres undefined)	-14%	3
CC(=O)c1ccc(S(=O)(=O)N2CCC(Oc3ccc(-n4cnnn4)cc3)CC2)cc1	?	·
CCc1nccn1CCC(=O)N1CCc2c([nH]c3ccccc23)C1CC(C)C (centres undefined)	5%	9
COc1ccc(N(CC(=O)N/N=C/c2cc(OC)ccc2OC)S(=O)(=O)c2ccccc2)cc1	0%	-8
CC1(C)CC(=O)C(C=NCCN2CCN(C(=O)CCl)CC2)=C(O)C1	?	·
CC(C)OC(=O)c1ccc(Cn2nnc3ccccc3c2=O)cc1	?	·
Cc1cc(C(=O)N/N=C/c2ccc3c(c2)OCO3)c(C)o1	-3%	-7
CC(C)N(Cc1ccccc1)C(=S)Nc1ccc(OC(F)F)cc1	?	·
CCOc1ccc(C(=O)N(CC(=O)Nc2cccc(C)c2C)CC2CCCO2)cc1OC (centres undefined)	?	·
COc1ccc(C(CNC(=O)c2ccc(N3CCCC3=O)cc2)N2CCCC2)cc1 (centres undefined)	19%	-15
COCCCn1c(SCC(=O)NC2CCCC2)nnc1-c1cccs1	-17%	25
CCOC(=O)N1CCN(CC(=O)Nc2ccc([N+](=O)[O-])cc2C(=O)Nc2ccccc2F)CC1	?	·
CC12CCC(C(=O)NCCN3CCCCC3)(CC1=O)C2(C)C (centres undefined)	?	·
Oc1c(Cl)cc(Cl)cc1C=Nc1ccc(Br)cc1	-3%	·
O=C(c1cn(CC(=O)N2CCCC2)c2ccccc12)C1CCCCC1	?	·
O=[N+]([O-])c1ccc(N2CCN(Cc3ccncc3)CC2)cc1	-8%	-8
O=C(CCCCCN1C(=O)CCC1=O)Nc1ncn[nH]1	?	·
Cc1cccn2c(=O)c(C=Nc3ccccc3)c(NCCO)nc12	?	·
COc1ccc(C(=O)CSc2ccc(-c3ccco3)nn2)cc1	3%	-11
COc1ccccc1C(C)NCC(=O)NCc1ccc(C)cc1 (centres undefined)	?	·
O=C(OCc1nc(-c2ccccc2)oc1COC(=O)c1ccco1)c1ccco1	i	·
Cc1cc(CN2CCCCC2C(=O)Nc2ccc(Oc3cccnc3)cc2)oc1C (centres undefined)	?	·
Cc1cc(N)n2ncc(-c3ccc(F)cc3)c2n1	?	·
CCOc1ccc2nc(SCC(=O)c3ccc(C)s3)sc2c1	?	·
CCOc1ccc(/C=N/NC(=O)c2ccc(Cn3cc(Br)cn3)o2)cc1	?	·
O=C1NN(c2ccccc2)C(=O)/C1=C/c1coc2ccccc2c1=O	?	·
CCC(C)(C)C1CCC2(CC1)NC(=O)N(CC(=O)N(C)CCOc1ccc(Cl)cc1)C2=O (centres undefined)	?	·
CC(=O)C1=C(c2ccccc2)NC(=O)NC1c1ccc(O)c(Cl)c1 (centres undefined)	?	·
CCC1(CC)C(=O)N(C)C(=O)NC1=NCc1ccccc1	?	·

Random excerpt: 5 compounds from above.
SMILES	S3 lipid droplet	S3 lipid droplet cell count max
CC(=O)C1=C(c2ccccc2)NC(=O)NC1c1ccc(O)c(Cl)c1 (centres undefined)	?	·
O=C(c1cn(CC(=O)N2CCCC2)c2ccccc12)C1CCCCC1	?	·
CCC(C)(C)C1CCC2(CC1)NC(=O)N(CC(=O)N(C)CCOc1ccc(Cl)cc1)C2=O (centres undefined)	?	·
CCOc1ccc(/C=N/NC(=O)c2ccc(Cn3cc(Br)cn3)o2)cc1	?	·
CCOc1ccc2nc(SCC(=O)c3ccc(C)s3)sc2c1	?	·

Sorted by SMILES length (high to low): some entries from above
SMILES	S3 lipid droplet	S3 lipid droplet cell count max
Cc1cc(CN2CCCCC2C(=O)Nc2ccc(Oc3cccnc3)cc2)oc1C (centres undefined)	?	·
Cc1cccn2c(=O)c(C=Nc3ccccc3)c(NCCO)nc12	?	·
COc1ccc(C(=O)CSc2ccc(-c3ccco3)nn2)cc1	3%	-11

Carrying on:
SMILES	S3 lipid droplet	S3 lipid droplet cell count max
CCOC(=O)C(C(=O)Nc1ccc(C)cc1)C1CCCCC1 (centres undefined)	?	·
CCc1nnc(NC2=NCCC2)s1	26%	-13
S=C(NCc1ccco1)N1CCN(c2ccccn2)CC1	-8%	1
Cc1c(C(=O)N/N=C/c2ccccc2)sc(=S)n1C	-27%	-6
CC(=O)c1cnc2cc(-c3cccc(Br)c3)nn2c1C	?	·
COC(=O)c1sc(NC(=O)COc2c(C)cccc2C)nc1C	0%	-8
CCc1ccc(NC(=O)CCc2nnc3ccc(N4CCC5(CC4)OCCO5)nn23)cc1	?	·
Cc1cc(Cl)ccc1N(CC(=O)NCc1ccc2c(c1)OCO2)S(C)(=O)=O	0%	-7
Cn1nc([N+](=O)[O-])nc1Oc1ccc(C(C)(C)C)cc1	?	·
CC(C)(C)c1ccc(-c2nc(NCc3cccnc3)c3ccccc3n2)cc1	?	·
OCCC1CN(Cc2ccncc2)CCN1C1CCCC1 (centres undefined)	-2%	-2
COc1ccc(/C=C/C(=O)OC2CCCN(C)C2)cc1 (centres undefined)	7%	6
CCCCC(=O)Nc1cc(C)c(NC(=O)c2ccco2)cn1	?	·
Cc1ccccc1C(=O)c1cccn1CC(=O)O	?	·
COc1cc(/C=N/N2CCN(c3ccccc3)CC2)cc(OC)c1OC(C)=O	-20%	-9
FC(F)(F)c1cnc(COc2cc(Cl)cc(Cl)c2)c(Cl)c1	3%	9
CCCn1c(=O)[nH]c(=O)c2c1nc(-c1ccc(OC(F)F)c(OC)c1)n2CCOC	?	·
Cc1cccn2c(=O)c(C=NCCO)c(NCc3ccco3)nc12	?	·
Cc1ccc2c(c1)nnn2C1CCN(CC(=O)Nc2ccccc2N2CCOCC2)CC1	?	·
COCCNC(=O)Cn1cc(C(=S)N2CCOCC2)c2ccccc21	?	·
CCOc1ccc2[nH]c(C(=O)N/N=C/c3cc(OC)c(OC)c(OC)c3)cc2c1	?	·
Cc1ccc(NCc2nnc(SCC(=O)NCc3ccco3)n2CC2CCCO2)cc1Cl (centres undefined)	i	·
CC(C)CNC(=O)CSc1ccc(Cl)cc1	2%	2
CCOc1cc(Br)c(C(=O)O)cc1OC	?	·
CCCN1CCC(NC(=O)C2CC=CCC2C(=O)O)CC1 (centres undefined)	-8%	16
CCOc1ccc(N(CC(=O)Nc2ccc(OC)cc2)S(=O)(=O)c2c(C)noc2C)cc1	?	·
COC(=O)c1sccc1NC(=S)N1C(C)CCCC1C (centres undefined)	?	·
O=C(CSc1nnc(CNC(=O)c2cccs2)o1)NCCc1ccccc1	-17%	-2
CC(=O)c1ccc2noc(-c3ccc(F)cc3)c2c1	5%	20
O=C(CSc1nncn1-c1ccccc1F)NC1CCCCC1	?	·
Cc1cccc(NC(=O)c2cc3n(n2)C(C(F)(F)F)CC(C2CC2)N3)c1C (centres undefined)	-12%	·
COC(=O)Cn1c(=NC(=O)c2cc(OC)cc(OC)c2)sc2cc(OC)ccc21	-18%	0
CN1c2ccccc2C(C)(C)C12CC(c1cccc(S(=O)(=O)N3CCCC3)c1)=NO2 (centres undefined)	2%	8
C=CCn1c2ccccc2c(=O)c2cc(C#Cc3ccccn3)ccc21	?	·
COc1cc2cc(C(=O)N(C)Cc3ccccc3)[nH]c2cc1OC	?	·
Cc1ccc(C)c(N/C(N)=N/c2nc(C)cc(C)n2)c1	1%	-14
COc1cc(C(C[N+](=O)[O-])c2c(C)[nH]c3ccccc23)ccc1O (centres undefined)	6%	20
CN(c1ccc(C(=O)N2CCCCC2)cc1)S(=O)(=O)c1ccccc1	i	-27
COc1cccc(CSc2nnc(CSc3nc4nc(C)cc(C)n4n3)s2)c1	?	·
N#CC[C@H](Cc1ccccc1)N1CCN(Cc2ccccc2)CCC1=O	?	·
O=S(=O)(c1cccc(C(F)(F)F)c1)N1CCC(c2nc3ccccc3[nH]2)CC1	?	·
Cc1cc(C)c(C#N)c(N2CCN(C(=O)C3COc4ccccc4O3)CC2)n1 (centres undefined)	i	-9
CN(C(=O)CCc1ccccc1)c1nnc(-c2ccncc2)s1	-12%	1
Cc1c(Cl)cnc(NC(=O)COC(=O)C(NC(=O)c2ccco2)C(C)C)c1Cl (centres undefined)	?	·
CCc1nnc(NC(=O)CSc2nnc(CNc3ccc(Cl)cc3)o2)s1	?	·
COC(=O)N/N=C\c1c(C)[nH]n(-c2ccccc2)c1=O	6%	7
O=C(O)c1ccc(N2C(=O)CC(SC(=NCc3ccc4c(c3)OCO4)Nc3ccccc3)C2=O)cc1 (centres undefined)	?	·
CC(C)COC(=O)C(C)Nc1n[nH]c(=S)[nH]c1=O (centres undefined)	-1%	1
CCOC(=O)C1(CCc2ccccc2)CCN(C(=O)CN2CCOC2=O)CC1	27%	-4
C[C@@H](CSc1ccc(Br)cc1)CN1CC[C@H](C(C)(C)C)CCC1=O	?	·
Cc1cccc(NC(=O)c2cccc(NC3=NC4CS(=O)(=O)CC4S3)c2)c1 (centres undefined)	?	·
CCC(CC)C(=O)N=C1SC2CS(=O)(=O)CC2N1CCc1ccc(OC)c(OC)c1 (centres undefined)	?	·
CN(C)C(=O)CSc1cccc2cccnc12	?	·
CCN1C(=O)c2cccc3c(NC(=O)c4ccccc4)ccc1c23	-4%	-26
Cc1cc(SCNC(=O)c2ccccc2)ncn1	i	8
COc1ccccc1NC(=O)/C(=N/OCc1ccc(F)cc1)C(C)=O	i	·

Part of the list above, reformatted:
S3 lipid droplet | S3 lipid droplet cell count max | compound
27% | -4 | CCOC(=O)C1(CCc2ccccc2)CCN(C(=O)CN2CCOC2=O)CC1
? | · | C[C@@H](CSc1ccc(Br)cc1)CN1CC[C@H](C(C)(C)C)CCC1=O
? | · | Cc1cccc(NC(=O)c2cccc(NC3=NC4CS(=O)(=O)CC4S3)c2)c1 (centres undefined)
? | · | CCC(CC)C(=O)N=C1SC2CS(=O)(=O)CC2N1CCc1ccc(OC)c(OC)c1 (centres undefined)
? | · | CN(C)C(=O)CSc1cccc2cccnc12
-4% | -26 | CCN1C(=O)c2cccc3c(NC(=O)c4ccccc4)ccc1c23
